Source: PubChem BioAssay
4MU fluor: compound fluoresces in the 4-MU spectral region | compound autofluorescence, 340/450 nm, 4-MU equivalents; hits give high values | max dye-equivalent concentration, M | 11% of 59,000 active | AID 589; in the data active = max dye-equivalent concentration above about 10 nM; inconclusive = mostly about 1.1 nM to 9.6 nM
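Compounds in 100 mM Tris, pH 8.0, incubated 15 min at room temperature, then fluorescence read at 340 nm excitation/450 nm emission. Signal converted to 4-MU dye-equivalent concentration using an on-plate six-point 4-MU standard curve.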
Texas Red fluor: compound fluoresces in the Texas Red spectral region. 0.06% of 59,000 active. max dye-equivalent concentration, M. Compound fluorescence, Texas Red channel, 547/618 nm; hits give high values; in the data active = max dye-equivalent concentration above about 10 nM; inconclusive = between about 1.1 nM and that limit
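Dye-equivalent concentrations come from scaling compound signal (ex 547, em 618 nm) to six Texas Red standard concentrations run on every plate, after 15 min room-temperature incubation in pH 8.0 Tris (100 mM).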
HADH2 inh: HADH2 (human) dehydrogenase inhibition. Potency, µM (series often up to 57.1 µM), inactives show top-dose activity change, negative = inhibition, hits mostly inhibitors. AID 886. Q99714. recombinant HADH2, NADH fluorescence, beta-hydroxybutyryl-CoA. 3.4% of 73,000 active; note: potency is the fitted concentration of half-maximal effect; % is set by controls: 0 for no effect and ±100 for the full control effect; nearly all actives have a fitted effect of over 60% in size; many of its hits are not listed in these tables
Target sequence (Q99714 whole entry, looked up, one chain of several): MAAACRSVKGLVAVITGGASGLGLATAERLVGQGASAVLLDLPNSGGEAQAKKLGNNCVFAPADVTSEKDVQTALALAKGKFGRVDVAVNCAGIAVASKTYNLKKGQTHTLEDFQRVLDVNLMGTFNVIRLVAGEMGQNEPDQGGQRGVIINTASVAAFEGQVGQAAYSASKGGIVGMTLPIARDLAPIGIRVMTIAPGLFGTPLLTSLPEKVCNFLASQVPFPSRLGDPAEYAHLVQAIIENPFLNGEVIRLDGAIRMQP
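20 nM HADH2 + cpd, 15 min RT; add 1 mM NAD+/90 uM beta-hydroxybutyryl-CoA; kinetic fluorescence 360/450 nm, 4 min. Tris-HCl pH 9.0, 0.01% Tween-20.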
UbGFP stabilizer: inhibits proteasome, raising ubiquitin-GFP reporter fluorescence. AID 526. 67,000 tested, under 10 active. Ubiquitin-GFP reporter cells, proteasome inhibition, GFP fluorescence; response scale: untreated = 0%, 10 µM MG-132 = 100%. Potency, µM (series often up to 45.9 µM), without a hit: at the highest dose activation (GFP accumulation), hits mostly activators; active = well fitted activation curve with a large enough effect, not every such curve was filed as active; inconclusive = small, poorly fitted or top-dose-only effect, or another doubt; inactive = no such curve, though single readings can be large or run the other way; note: potency is the fitted concentration of half-maximal effect
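U2OS Ub(G76V)-GFP reporter; O/N plating, 0.5% FBS; cpd 46 uM–2.9 nM, 4 h, 37 °C; GFP+ cell count, 488/515 nm; norm. to basal vs 10 uM MG-132; CRC fit.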
DNA Pol III inh: DNA polymerase III holoenzyme inhibition. reconstituted DNA polymerase III holoenzyme replication, biochemical. Potency, µM (top dose mostly 57.1 µM), for inactives: at the highest dose activity change, negative = inhibition. 0.25% of 71,000 active; note: potency is the fitted concentration of half-maximal effect; % is set by controls: 0 for no effect and ±100 for the full control effect
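Reconstituted *E. coli* holoenzyme (0.35 nM Pol III, 1 nM beta, 154 nM SSB, 2 nM primase) was preincubated with compound for 15 min at RT. Synthesis on 1.4 nM ssM13Gori ran 35 min, then was stopped with PicoGreen/EDTA and read as dsDNA fluorescence.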
Rhodamine autofl: rhodamine region autofluorescence; Rhodamine-region fluorescence, 547/598 nm, Tris buffer; hits give high values; max dye-equivalent concentration, M; 0.05% of 59,000 active; in the data active = max dye-equivalent concentration above about 11 nM; inconclusive = between about 1.1 nM and that limit
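Intrinsic compound fluorescence, ex 547 / em 598 nm, CCD imager. Tris 100 mM pH 8.0; 15 min RT. Output = rhodamine dye-equivalent concentration at each compound concentration.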
HBB splicing: alters splicing of the hemoglobin beta chain; AID 925; HBB splicing reporter cell assay, activation; EGFP reporter with mutant IVS2-654 intron; response scale: normalised to 500 nM splice-correcting PNA; Potency, µM (doses to about 46.1 µM), without a hit: top-dose activation, usual class: activators; 0.06% of 65,000 active; note: potency is the fitted concentration of half-maximal effect; 0% is about no effect
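Compounds were applied for 2 days to HeLa EGFP-654 cells, 500/well in Optimem with 2% FCS. The reporter's EGFP is disrupted by mis-splicing of beta-globin intron IVS2-654. Readout: summed well GFP fluorescence from 488 nm laser scanning; reference was 500 nM antisense […] 654 PNA.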
GFP derepression: epigenetic GFP locus derepression in mouse cells; mouse C127i GFP locus derepression, cytometry, 30 h; AID 597; 0.09% of 68,000 active; Potency, µM (doses to about 46.1 µM), without a hit: at the highest dose GFP derepression (activation); note: % of control where 0% means no effect
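Murine C127i mammary cells carrying a silenced, stably integrated CMV-driven GFP reporter were treated with compound for 30 hours at 37 C. After PBS washes, GFP-positive cells were counted by laser-scanning microplate cytometry.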
ALOX15 inhib: 15-hLO (ALOX15) enzyme inhibition. 1.4% of 74,000 active. purified 15hLO-1, xylenol orange hydroperoxide absorbance. P16050. Potency, µM (series often up to 57.1 µM), for the others: at the highest dose activity change, negative = inhibition, hits mostly inhibitors. AID 887; note: potency is the fitted concentration of half-maximal effect; % is set by controls: 0 for no effect and ±100 for the full control effect; nearly all actives have a fitted effect of over 55% in size
Target sequence (P16050 whole entry, looked up): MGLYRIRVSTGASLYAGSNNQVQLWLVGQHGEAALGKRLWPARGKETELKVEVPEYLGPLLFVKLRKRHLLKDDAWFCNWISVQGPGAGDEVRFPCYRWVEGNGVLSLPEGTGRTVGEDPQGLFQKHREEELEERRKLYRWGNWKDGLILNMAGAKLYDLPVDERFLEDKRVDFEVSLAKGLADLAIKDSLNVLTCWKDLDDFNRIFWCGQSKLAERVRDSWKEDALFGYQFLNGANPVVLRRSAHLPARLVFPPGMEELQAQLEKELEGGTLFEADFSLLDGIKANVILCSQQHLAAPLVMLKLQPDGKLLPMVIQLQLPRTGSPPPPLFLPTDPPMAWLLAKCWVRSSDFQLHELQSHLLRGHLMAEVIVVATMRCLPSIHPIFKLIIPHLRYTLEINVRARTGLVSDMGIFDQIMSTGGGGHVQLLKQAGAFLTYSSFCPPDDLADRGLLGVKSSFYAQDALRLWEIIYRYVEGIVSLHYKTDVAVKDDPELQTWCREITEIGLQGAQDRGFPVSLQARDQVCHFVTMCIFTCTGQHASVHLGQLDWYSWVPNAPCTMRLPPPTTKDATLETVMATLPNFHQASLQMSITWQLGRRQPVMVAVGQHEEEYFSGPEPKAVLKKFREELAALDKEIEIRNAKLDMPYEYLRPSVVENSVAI
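Readout: Fe(III)-xylenol orange absorbance, 573-to-405 nm ratio as reaction progress. Enzyme 40 nM purified human 15hLO-1, substrate 50 uM arachidonic acid, 6 min RT after 15 min compound preincubation; Hepes pH 7.5 buffer with Triton X-100.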
Fluorescein autfl: compound autofluorescence in fluorescein spectral region | 0.91% of 59,000 active | Compound autofluorescence, 480/540 nm, fluorescein-equivalent; hits give high values | max fluorescein-equivalent concentration, M; in the data active = max fluorescein-equivalent concentration above about 10 nM; inconclusive = between about 1.1 nM and that limit
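In this qHTS profile, compound fluorescence was measured with a 480 nm/540 nm filter pair following a 15-min room-temperature incubation in 100 mM Tris (pH 8.0). A six-point fluorescein series on each plate served for normalization.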
Hsp90 Hop PPI: changes Hsp90-Hop TPR2A binding signal, up or down. AlphaScreen TPR2A-His6 binding biotin-Hsp90 C-terminal peptide. Potency, µM (top dose mostly 57 µM), inactives show at the top dose activity change, negative = inhibition. 0.44% of 71,000 active. AID 595; active = well fitted curve in either direction with a large enough effect; inconclusive = small, poorly fitted or top-dose-only effect, or another doubt; note: potency is the fitted concentration of half-maximal effect; % is set by controls: 0 for no effect and ±100 for the full control effect; many of its hits are not listed in these tables
* = called active by the depositor; i = inactive; ? = inconclusive; nt = no result given; [ ] = remark or other dose. Unless noted, calls come from the whole dose curve; as a rule, active = well fitted curve in the direction sought with a large enough effect; inconclusive = small, poorly fitted or top-dose-only effect, or another doubt; inactive = no such curve, though single readings can be large; an effect the other way counts as inactive or inconclusive. Some of the compounds tested; rates above refer to the full screens.

SMILES	4MU fluor	Texas Red fluor	HADH2 inh	UbGFP stabilizer	DNA Pol III inh	Rhodamine autofl	HBB splicing	GFP derepression	ALOX15 inhib	Fluorescein autfl	Hsp90 Hop PPI
CCN1C(=O)c2cccc3cccc1c23	1.3e-08M*	?	15%	1%	-5%	i	-0.3%	-1%	-11%	i	14%
Cc1cc(NCCCN2CCOCC2)n2nc(C)c(-c3ccccc3)c2n1	?	i	21%	11%	1%	i	0.4%[1.84 µM]	2%	0%	i	-2%
O=C(Nc1c(C(=O)N2CCOCC2)cnn1-c1ccccc1)c1ccco1	i	i	7%	-5%	2%	i	-1.6%	-1%	8%	i	-2%
NC(=O)CCCC1=NS(=O)(=O)c2ccccc2N1	i	i	-8%	-3%	0%	i	-3.7%	-2%	8%	i	2%
CCCC1c2c(ccc3ccccc23)Oc2ccc3ccccc3c21	i	i	13%[11.4 µM]	-8%[9.17 µM]	-10%[11.4 µM]	i	2.4%[9.22 µM]	11%[9.22 µM]	-3%[11.4 µM]	i	-1%[11 µM]
Cc1ccc(S(=O)(=O)N2CCN(C(=O)COC(=O)COc3ccccc3)CC2)cc1	i	i	9%	-2%	2%	i	3.7%	1%	2%	i	1%
COc1cc(OC)c(C2Oc3nc(SC)nnc3-c3ccccc3N2C(C)=O)cc1OC (stereo unspecified)	nt	nt	-11%	23%	3%	nt	-0.5%	4%	15%	nt	-21%
Cc1cc2c(=O)n(CC(=O)N3CCN(c4ccc(F)cc4)CC3)cnc2s1	i	i	5%	9%	-10%	i	0.0%	0%	-6%	i	-11%
Cc1cc(=O)oc2c1ccc1oc(/C(=N/O)c3ccccc3)c(C)c12	nt	nt	-8%	-10%	-3%	nt	-2.0%	-3%	7.9µM*	nt	-6%
CC1CCCCN1S(=O)(=O)c1coc(C(N)=O)c1 (stereo unspecified)	nt	nt	6%	-3%	-15%	nt	-0.4%	17%	-2%	nt	-2%
COCCNC(=O)c1cc(Br)ccc1Cl	i	i	15%	-4%	-2%	i	-1.0%	-4%	1%	?	?
O=C(OCC(=O)N1CCN(C(=O)c2ccco2)CC1)c1ccc(S(=O)(=O)N2CCCCC2)cc1	i	i	13%	-4%	1%	i	3.6%[57.5 µM]	12%	-1%	i	-5%
O=C(CSc1nnc(-c2ccccc2F)o1)OCc1ccccc1	i	i	-2%	1%	0%	i	nt	1%	3%	i	?
O=C(C1=C(O)C(=O)N(Cc2ccco2)C1c1cccnc1)c1cc2ccccc2o1 (stereo unspecified)	1.1e-07M*	?	?	5%	-8%	i	-0.4%	5%	16µM*	?	-19%
Cn1c(=O)c(-c2cccc(F)c2)nc2cncnc21	?	i	-18%	4%	1%	i	1.0%	3%[9.22 µM]	5%	i	-2%
COC(=O)CSc1nnc(-c2ccccn2)n1Cc1ccco1	i	i	-1%	-2%	-8%	i	0.1%	0%	-5%	i	-7%
N#Cc1cc2ccccc2nc1SCc1cccnc1	?	i	-1%	-1%	-13%	i	2.6%	-2%	17%	i	7%
Oc1cc(O)cc(/C=C\c2ccc(O)c(O)c2)c1	1.7e-08M*	i	2µM*	-7%	-22%	i	1.2%	0%	0.79µM*	?	?
O=c1c2cn[nH]c2[nH]c(=S)n1-c1ccccc1F	i	i	?	nt	2%	i	3.1%[0.369 µM]	-2%	-19%	?	-4%
CC1Cc2ccccc2N1Cc1nc2scc(-c3cccs3)c2c(=O)[nH]1 (stereo unspecified)	i	?	5%	-1%	-7%	i	-0.1%	-1%	-20%	?	-5%
O=C(Nc1cccc(N2CCCC2)c1)c1cccs1	?	i	-3%	3%	-3%	i	-1.1%	0%	?	i	-17%
O=C(CSc1nnc(CNc2ccc(F)cc2)n1Cc1ccco1)N1CCCC1	?	i	5%	6%	-5%	i	0.0%[57.5 µM]	3%	-10%	i	-4%
CCOc1ccc(NC(=O)C2CCCN(S(=O)(=O)c3c(C)nn(C)c3C)C2)cc1 (stereo unspecified)	nt	nt	24%	-3%	-2%	nt	-1.4%	3%	-20%	nt	-6%
COc1cc(C(=O)Oc2ccccc2)ccc1OCc1c(C)noc1C	i	i	7%	-2%	6%	i	3.4%[57.5 µM]	0%	8%	?	-5%
Cc1ccc(C(=O)NCc2occc2C(=O)O)o1	?	i	?	0%	-2%	i	0.2%	-3%	4%	i	-3%
O=C(c1cc(-c2ccc(O)cc2)on1)N1CCCc2ccccc21	nt	nt	-24%	-1%	0%	nt	-1.3%	-7%	-19%	nt	-3%
CCOc1ccccc1C1C2C(=O)N(c3ccccc3)C(=O)C2ON1c1ccccc1 (stereo unspecified)	i	i	-1%	-4%	-2%	i	-0.7%	7%	3%	i	-6%
C=CCN=C(NC#N)SCc1ccccc1Cl	i	i	4%	11%	2%	i	-2.9%	-3%	-2%	i	-3%
Cc1cc(N(CN2CCCC2=O)C(=O)c2ccccc2)no1	i	?	-3%	6%	-5%	i	-1.9%	-4%	0%	i	4%
Cc1cccc(N=C2NC(=O)CS2)c1	i	?	-1%	1%	6%	i	-1.4%	0%	9%	i	-7%

Entries listed so far that have a thiophene ring, fused or not:
SMILES	4MU fluor	Texas Red fluor	HADH2 inh	UbGFP stabilizer	DNA Pol III inh	Rhodamine autofl	HBB splicing	GFP derepression	ALOX15 inhib	Fluorescein autfl	Hsp90 Hop PPI
Cc1cc2c(=O)n(CC(=O)N3CCN(c4ccc(F)cc4)CC3)cnc2s1	i	i	5%	9%	-10%	i	0.0%	0%	-6%	i	-11%
CC1Cc2ccccc2N1Cc1nc2scc(-c3cccs3)c2c(=O)[nH]1 (stereo unspecified)	i	?	5%	-1%	-7%	i	-0.1%	-1%	-20%	?	-5%
O=C(Nc1cccc(N2CCCC2)c1)c1cccs1	?	i	-3%	3%	-3%	i	-1.1%	0%	?	i	-17%

Continued:
SMILES	4MU fluor	Texas Red fluor	HADH2 inh	UbGFP stabilizer	DNA Pol III inh	Rhodamine autofl	HBB splicing	GFP derepression	ALOX15 inhib	Fluorescein autfl	Hsp90 Hop PPI
Cc1cc(C)c(S(=O)(=O)NCCC2CCCN2C)c(C)c1 (stereo unspecified)	i	i	2%	8%	-5%	i	3.9%	0%	7%	i	0%
Cc1cc(C)n(C2=NS(=O)(=O)c3ccccc32)n1	i	i	-1%	3%	-3%	i	-1.2%	1%	0%	?	-7%
O=C(NCCCCO)C(F)(F)C(F)(F)C(F)(F)C(=O)NCCCCO	i	i	-9%	1%	-2%	i	nt	0%	10%	i	1%
O=c1c2ccccc2nc(SCc2nc3ccccc3s2)n1Cc1ccco1	i	i	9%	-4%	5%	i	-0.3%[57.5 µM]	3%	-27%	?	0%
CCOC(=O)c1ccc(N=c2sc(C(=O)OC)cc(=O)n2CCCN2CCOCC2)cc1	nt	nt	-8%	3%	1%	nt	-0.1%	0%	1%	nt	-9%
CC1(C)CC(=O)C=C(Nc2ccc(S(N)(=O)=O)cc2)C1	i	i	-12%	-11%	-6%	i	0.6%	0%	9%	?	-1%
Cc1cc(C2C(C#N)=C(N)SC(N)=C2C#N)c(C)s1	i	i	?	4%	5%	i	9.3%	5%	-14%	?	-4%
OC(CNCC1CCCO1)Cn1c2ccccc2c2ccccc21 (stereo unspecified)	i	i	-4%	1%	-5%	i	nt	1%	1%	i	-1%
CC(=O)NCCOc1nc(N(C)C)nc(N(C)C)n1	i	i	-4%	6%	-4%	i	1.3%	0%	1%	i	-1%
Cc1cccc(CNc2nc(-c3ccccc3CN(C)C)nc3ccccc23)c1	i	i	16%	0%	1%	i	-0.5%	2%[9.22 µM]	-1%	?	-10%
Cc1ccc2oc(-c3ccccc3)c(O)c(=O)c2c1	i	i	8%	1%	-3%	i	nt	0%[9.22 µM]	5%[25.6 µM]	i	5%
Cc1noc(C)c1COC(=O)c1ccccc1Sc1ccccc1C#N	i	i	-4%	4%	7%	i	-0.1%[57.5 µM]	8%	-34%	?	?
c1ccc(Cc2nnc3sc(-c4cccs4)nn23)cc1	i	i	-8%	-2%	-2%	i	-1.6%	6%	-21%	?	-2%
COCC(=O)N1CCC[C@@]2(CCN(Cc3nccs3)C2)C1	i	i	6%	2%	-6%	i	2.7%	7%[9.22 µM]	6%	i	2%
O=C(Cc1ccc2c(c1)OCCO2)c1c(O)cc(O)cc1O	nt	nt	?	-11%	9%	nt	0.0%	-2%	?	nt	-4%
O=C(NCc1cccs1)Nc1ccc2c(c1)OCO2	i	i	2%	3%	-4%	i	0.3%	5%	-3%	i	-1%
Cc1cc(C)n(C(=O)c2ccc(C)c(S(=O)(=O)N3CCCC3)c2)n1	i	i	3%	-3%	0%	i	-0.6%	-2%	2%	i	-4%
